Compound activity deposited in PubChem BioAssay by several laboratories.
MRP1 act: activates MRP-1; H69AR cells + doxorubicin, viability rescue, CellTiter-Glo; viability increase, % at 10 µM; actives 0.61% (n = 140,000); AID 799;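 active means viability gain under doxorubicin at or above a set limit, the compound median plus 3 SD, cut at about 4.7% in these data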;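 further: MRP-1 overexpressing cells given doxorubicin 25 µM after compound pretreatment; 18-22 h compound pretreatment then 72 h with doxorubicin before readout; 0% = doxorubicin-only wells and 100% = vehicle-treated cells without doxorubicin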
GALR2 antag: antagonists of human galanin receptor 2 (GALR2) | O43603 | GALR2-expressing cells, antagonist mode | inhibition, % at 4 µM | actives 0.39% (n = 140,000); in the data active means inhibition above about 27%;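 further: cells stimulated with galanin 1-16 at roughly its EC80; 0% = agonist challenge control and 100% = basal control without agonist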
Target sequence (O43603 whole entry, looked up): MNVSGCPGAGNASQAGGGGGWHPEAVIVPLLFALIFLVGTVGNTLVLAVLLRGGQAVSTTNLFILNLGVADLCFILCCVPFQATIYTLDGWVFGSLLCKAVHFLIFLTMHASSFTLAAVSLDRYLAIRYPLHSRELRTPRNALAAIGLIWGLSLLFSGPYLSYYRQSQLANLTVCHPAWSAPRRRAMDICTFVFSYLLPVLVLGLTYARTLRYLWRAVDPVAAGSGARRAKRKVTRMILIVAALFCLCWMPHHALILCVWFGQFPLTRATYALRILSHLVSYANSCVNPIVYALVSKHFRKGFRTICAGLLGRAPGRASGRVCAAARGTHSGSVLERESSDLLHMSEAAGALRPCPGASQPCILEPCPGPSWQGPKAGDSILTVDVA
E-sel TNF inh: TNF alpha driven E-selectin expression inhibition | HUVEC TNFa-induced E-selectin immunofluorescence, high content | inhibition, % at 2 µM | actives 0.71% (n = 120,000);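 active means inhibition above the batch mean plus 3 SD, and confirmed as a hit on visual image review, cut at about 43% in these data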;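 further: 0% = TNF-stimulated DMSO wells and 100% = unstimulated control wells; not every result past the cut was called active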
Measles CPE: protection of cells from measles virus | Measles virus-infected cells, CPE protection, absorbance | protection (pct of control), % at 4 µM | actives 1.5% (n = 140,000); in the data active means protection mostly above about 24%, no sharp cut-off; inactive means mostly below about 26%; further: some compounds called inactive have numbers as strong as hits
HCT116 bCat-KO: beta-catenin-lacking colon tumor cell growth suppression; viability, % at 10 µM; HCT116 beta-catenin knockout viability, CellTiter-Glo, 60 h; hits give low values; AID 818; actives 1.5% (n = 140,000);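 active means viability at or under a set limit, the compound median less 4 SD, cut at about 6% in these data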;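 further: 0% = Hyamine 1622 control at 20 µM and 100% = untreated cell control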
Phagocyt inh: blocks phagocytosis by macrophages | inhibition, % at 5 µM | AID 1029 | actives 0.07% (n = 110,000) | J774A.1 macrophage IgG-bead phagocytosis, imaging;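 active means inhibition above the mean of the plate negative controls plus 5 SD, cut at about 13% in these data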;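 further: phagocytic index as fraction of beads internalized from green versus red external bead signal; plate controls were DMSO negative control for no effect and cytochalasin-D positive control for full effect; some results beyond the cut were filed as inactive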
PTEN del growth: growth suppressors of cells with PTEN tumor suppressor deletion. AID 827. viability, % at 10 µM. HCT116 PTEN-null viability, CellTiter-Glo, 60 h; hits give low values. actives 1.2% (n = 140,000);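 active means viability at or below a set limit, 4 SD under the median of all tested compounds, cut at about 3.7% in these data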;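 further: PTEN knockout HCT116 line with beta catenin targeted HCT116 as companion control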
Yeast growth inh: reduces growth of yeast BB579 in restrictive medium; S. cerevisiae BB579 growth, OD615, 48 h; inhibition, % at 10 µM; actives 0.51% (n = 140,000); AID 804;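 active means inhibition above a set limit, 3 SD over the mean compound inhibition, cut at about 44% in these data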; further: inactives centre near -24
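controls = amphotericin B 10 µg/mL, positive | assay system = DeaD yeast strain BB579 | schedule = 48 h compound exposure at 30 °C after 4 h preincubation | detection = OD615 turbidity measurement | medium = restrictive CSMM-D medium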
NPY Y2 blocker: blocks the human neuropeptide Y Y2 receptor; P49146; NPY-Y2 expressing cells, antagonist mode; actives 0.99% (n = 140,000); inhibition, % at 2.7 µM; AID 793; in the data active means inhibition above about 17%;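 further: 0% = vehicle with agonist challenge and 100% = reference antagonist with challenge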
Target sequence (P49146 whole entry, looked up): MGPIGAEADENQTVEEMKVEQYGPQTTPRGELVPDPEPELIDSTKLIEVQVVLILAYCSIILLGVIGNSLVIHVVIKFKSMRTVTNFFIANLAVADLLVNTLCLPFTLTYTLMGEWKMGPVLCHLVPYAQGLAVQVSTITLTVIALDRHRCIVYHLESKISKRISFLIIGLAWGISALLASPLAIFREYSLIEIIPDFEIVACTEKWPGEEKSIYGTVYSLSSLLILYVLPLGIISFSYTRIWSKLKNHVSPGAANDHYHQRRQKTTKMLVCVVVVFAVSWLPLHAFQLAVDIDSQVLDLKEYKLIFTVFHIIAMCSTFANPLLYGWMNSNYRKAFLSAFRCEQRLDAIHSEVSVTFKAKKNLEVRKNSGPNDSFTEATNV
Yeast life ext: extends the lifespan of yeast; S. cerevisiae growth with nicotinamide, OD615; deaD strain in restrictive glucose medium; inhibition of the nicotinamide effect, % at 10 µM; actives 0.68% (n = 130,000);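 active means inhibition above a set limit, placed 3 SD over the median of all compounds, cut at about 26% in these data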;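 further: 0% = nicotinamide-treated wells and 100% = cells grown without nicotinamide; some compounds called inactive have numbers as strong as hits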
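assay system = DeaD-strain S. cerevisiae | measured by = absorbance at 615 nm | probe or stimulus = nicotinamide 1.5 mM | buffer or medium = CSMM-D glucose medium, restrictive | times = 48 h at 30 °C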
* hit, by the source's call; · = no result given. Rows were taken by chance (roughly 6.1% active in at least one column).

SMILES	MRP1 act	GALR2 antag	E-sel TNF inh	Measles CPE	HCT116 bCat-KO	Phagocyt inh	PTEN del growth	Yeast growth inh	NPY Y2 blocker	Yeast life ext
COc1ccc(-c2cccc(C(=O)Nc3ccc(C)cc3)c2)cc1	-2.3	4	12	2	87	·	77	-2	4	-10
COc1ccccc1C(=O)Nc1c2c(nn1-c1cccc(C)c1C)CS(=O)(=O)C2	-1.4	-17	6	14	82	-1	86	-70	6	-5
CCOc1c2ccc(C(=O)NCc3cc(C(F)(F)F)cc(C(F)(F)F)c3)cc2nn1CCOC	-1.2	4	-20	15	87	·	101	-43	4	58
O=C(CCc1nc2ccccc2[nH]c1=O)OCc1ccc(S(=O)(=O)N2CCOCC2)cc1	-0.8	-7	-23	6	93	0	102	-79	2	-11
O=C(NC1CCCCCC1)c1c2c(nc3ccccc13)CCN(Cc1ccccc1)C2	-3.1	-8	·	17	49	·	49	-42	56*	4
CCn1c(NCc2cccc(OC)c2OC)nc2ccccc21	-3.0	1	6	17	89	·	91	-10	1	-5
COc1cc(C)c(Cl)cc1S(=O)(=O)NCc1ccco1	-0.3	0	-36	9	83	-2	82	-42	2	-15
Cc1ccc2c(c1)C(c1ccc([N+](=O)[O-])cc1)=NNC(c1ccc(Br)cc1)=N2	-5.0	7	14	3	3.5*	-9	2.5*	-44	17*	3
O=C(NCc1cccnc1)/C(=C\c1ccc(-c2ccc(Br)cc2)o1)S(=O)(=O)c1ccccc1	-5.8	37*	·	1	1.6*	-1	0.9*	-22	7	23
O=C(Nc1ccccc1)OC1C2CCC1C(N1CCCCC1)CC2 (centres undefined)	-0.2	8	·	2	103	-2	107	-61	1	0

Ordered by formula weight (smallest number first): some entries from above
SMILES	MRP1 act	GALR2 antag	E-sel TNF inh	Measles CPE	HCT116 bCat-KO	Phagocyt inh	PTEN del growth	Yeast growth inh	NPY Y2 blocker	Yeast life ext
COc1cc(C)c(Cl)cc1S(=O)(=O)NCc1ccco1	-0.3	0	-36	9	83	-2	82	-42	2	-15
COc1ccccc1C(=O)Nc1c2c(nn1-c1cccc(C)c1C)CS(=O)(=O)C2	-1.4	-17	6	14	82	-1	86	-70	6	-5
O=C(NC1CCCCCC1)c1c2c(nc3ccccc13)CCN(Cc1ccccc1)C2	-3.1	-8	·	17	49	·	49	-42	56*	4

Further entries.
SMILES	MRP1 act	GALR2 antag	E-sel TNF inh	Measles CPE	HCT116 bCat-KO	Phagocyt inh	PTEN del growth	Yeast growth inh	NPY Y2 blocker	Yeast life ext
CC1CN(C(=O)Nc2ccc3snnc3c2)c2ccccc21 (centres undefined)	-2.7	15	6	-2	45	-1	54	-32	0	-12
COc1cccc(NC(=O)CN2CCN(S(=O)(=O)c3ccc(F)cc3)CC2)c1	-1.9	-13	4	21	107	·	104	-35	2	-13
Cc1ccccc1NC(=O)COC(=O)c1ccc(CSc2ccc(Cl)cc2)cc1	-1.1	-24	·	4	93	-10	89	-62	1	2
Oc1ccc(Br)cc1-c1cc(-c2ccccc2F)[nH]n1	-4.4	8	·	4	39	6	39	-40	-6	-8
COc1ccccc1CNS(=O)(=O)c1ccc2c(c1)oc(=O)n2C	-1.0	·	·	20	86	0	99	14	·	-10
CCCc1cc(C(=O)Nc2cccnc2Cl)no1	0.5	-10	10	1	93	0	94	-38	1	-23
Cc1ccc(C(=O)NCC(=O)OC(C)C(=O)NCCC2=CCCCC2)cc1C (centres undefined)	-2.0	-1	14	7	88	-8	86	-45	1	3
NC(=O)c1ccccc1NC(=O)c1ccccc1S(=O)(=O)c1ccccc1[N+](=O)[O-]	-3.5	-16	·	9	93	-4	91	3	1	-1
CCCNC(=O)NC(=O)COC(=O)c1ccc(OC)c(S(=O)(=O)N2CCCc3ccccc32)c1	-0.9	8	13	4	95	0	99	-15	-1	1
CCc1nc(C)cn1S(=O)(=O)c1cc(OC)c(C)cc1C	0.1	14	-1	4	82	-1	102	2	6	-1
CCC(C)(C)NC(=O)C(c1ccc(C)o1)N(Cc1cccs1)C(=O)Cn1nnc2ccccc21 (centres undefined)	-4.9	-15	·	2	2.8*	2	2.4*	-32	50*	1
C=CCNc1nc(N)c(C(=O)c2ccc3c(c2)OCO3)s1	-7.3	-7	5	7	78	0	68	-44	1	-13
COc1ccc(NC(=O)CCSCCC(=O)Nc2ccc(OC)cc2OC)c(OC)c1	-1.3	0	·	11	93	-6	96	-7	0	6
CCOC(=O)c1ccc(NC(=O)C2CCCN(S(=O)(=O)c3ccc(F)cc3)C2)cc1 (centres undefined)	0.6	2	3	11	9	-2	14	-21	-2	-3
S=C(NCc1cccnc1)Nc1ccc(Cl)c(Cl)c1	-6.1	3	33	6	12	-1	22	-4	-1	-10
Cc1cccc2cc(C#N)c(NCCCn3ccnc3)nc12	-2.9	7	15	13	87	-2	85	-16	4	-16
COc1ccc(S(=O)(=O)O/N=C2\CCCc3ccccc32)cc1	-1.2	-4	3	11	93	-1	98	-53	4	-6
O=C(CSc1ncccc1C(=O)O)c1ccc2ccccc2c1	-1.5	6	·	1	93	·	97	3	7	0
Cc1ccccc1Nc1nc(N)nc(CSc2nc3ccccc3c(=O)n2C)n1	-3.4	-13	-18	4	90	1	75	-17	3	-4
CC1C/C(=N/N2C(=O)CSC2=S)CC(C)(C)C1 (centres undefined)	3.1	2	-2	20	106	·	96	10	0	-1
O=C(c1ccc(Cl)cc1)c1ccc(CN2C(=O)c3ccccc3C2=O)o1	-0.2	-2	12	18	92	2	101	-20	2	-12
CCOC(=O)c1ccc(NC(=O)CC2OCCN(CC)C2=O)cc1 (centres undefined)	-0.5	-11	11	12	106	7	94	-48	0	13
CSc1nc(SCC(N)=O)c2c3c(sc2n1)CN(C)CC3	-3.0	8	·	12	80	0	77	-27	1	-14
O=C1CSC(c2cccnc2)N1c1ccc(F)cc1 (centres undefined)	-1.6	-15	3	11	94	-1	101	-31	-1	-4
N/C(=N\c1nc2c(c(=O)[nH]1)CCC2)Nc1cccc(Cl)c1	-2.2	9	·	7	33	-1	36	-36	0	6
CCOCCCNc1ncnc2c1[nH]c1ccccc12	-4.5	29*	-9	7	65	0	67	-2	1	-14
CCOC(=O)c1cc(-c2ccc(C)cc2)nc2nc(SC)[nH]c(=O)c12	3.1	-8	-7	2	105	3	100	-3	-1	-1
CCN1CCN(C(=O)/C=C/c2ccc([N+](=O)[O-])cc2)CC1	-2.9	-14	-5	5	91	-1	88	-17	1	2
CCC(=O)NCCNc1nc2cc(C)c(C)cc2cc1C#N	-2.5	-2	-3	4	82	-4	94	-23	1	-17
CCn1c(-c2cccnc2)n[nH]c1=S	0.7	-1	0	15	98	·	106	-4	0	-4
CCC1CCC(c2nnc(-c3ccc([N+](=O)[O-])cc3)o2)CC1 (centres undefined)	-0.5	-2	·	3	82	-6	82	-27	12	3
CN(Cc1ccccc1)c1nc(N)c([N+](=O)[O-])c(NCc2ccccc2)n1	3.3	10	·	22	74	-6	64	-2	7	-1
COc1ccc(C)cc1N(C(=O)COc1cccc(F)c1)c1nc2ccccc2s1	-3.3	21	·	19	62	-8	58	-27	7	5
Cc1c(C(=O)Nc2ccc(Cl)cc2)c2ccccn2c1C(=O)c1ccccc1	-2.4	4	-62	8	73	1	67	-12	8	-3
CCn1cc(/C=N\NC(=O)c2c[nH]c3ccccc23)c(C)n1	0.1	8	·	18	96	-5	94	-12	-2	0
Cc1cc(S(=O)(=O)NCCc2ccccc2)c(C)s1	-1.7	-10	·	6	97	3	95	3	-1	-2
Cc1cc(=O)oc2c(CN(CC(C)C)CC(C)C)c(O)ccc12	-3.2	3	4	7	93	0	105	-4	4	-4
CCn1c(=O)c2ccccc2n2c(SCC(=O)N3CCCc4ccccc43)nnc12	-2.2	7	30	7	101	·	92	-40	0	39*
Nc1nc(NC(=O)C(Cl)(Cl)Cl)nn1-c1ccccc1	-1.7	-1	·	23	87	-3	90	-2	2	3
O=C1CCc2cc(S(=O)(=O)N3CCC(C(=O)NCc4ccccn4)CC3)ccc2N1	-2.5	7	-2	3	87	0	88	3	1	-1
O=C(NCc1cccnc1)c1cn(CCc2ccccc2)nn1	-2.3	1	-13	7	99	0	96	-30	1	-6
Cn1c(SCC(=O)NCc2ccc3c(c2)OCO3)nnc1-c1c[nH]c2ccccc12	-0.9	7	22	12	82	2	103	-72	2	2
O=C(NCc1ccccc1Cl)c1csc2c1CCCCC2	-0.9	-4	-6	6	83	·	81	-41	2	-10
CC1(C)CC(=O)C2=C(C1)OC1=C(C2)C(=O)CC(C)(C)C1	-0.7	-3	·	29	94	-8	94	-48	3	7
Cc1ccc(C(=O)OCCN2CCN(c3ncc(C(F)(F)F)cc3Cl)CC2)cc1	-0.5	-2	29	5	88	0	90	24	5	-19
Cc1cc(C)c(C#N)c(SCc2ccccc2C(=O)O)n1	-0.8	9	-1	9	110	-1	104	-53	4	6
CN(CC(=O)Nc1cccc2c1CCCC2)S(=O)(=O)c1ccc(Cl)cc1	-1.1	16	-30	4	84	0	90	-10	2	-15
CCOC(=O)[C@@H]1C(c2c(OC)cc(OC)cc2OC)=NO[C@@H]1C(=O)OCC	-0.8	-11	·	3	90	-1	95	-1	0	6
Cn1c(N/N=C/c2cccs2)nc2c1c(=O)n(Cc1ccccc1)c(=O)n2C	1.9	-3	·	15	89	-1	84	-30	0	1
CC(C)N1C/C(=C/c2ccsc2)C(=O)/C(=C/c2ccsc2)C1	-6.1	18	-29	2	2.6*	-4	1.5*	-30	6	15

Next section:
SMILES	MRP1 act	GALR2 antag	E-sel TNF inh	Measles CPE	HCT116 bCat-KO	Phagocyt inh	PTEN del growth	Yeast growth inh	NPY Y2 blocker	Yeast life ext
CN(C)c1cccc(C(=O)OCc2cc(=O)oc3cc(O)ccc23)c1	0.8	-3	-7	3	90	-2	84	-14	3	-6
CCN(C(=O)C1CCN(S(=O)(=O)c2ccc3c(c2)oc(=O)n3C)CC1)c1cccc(C)c1	-2.4	11	-3	24	94	0	97	-3	-1	-7
O=C(CN1C(=O)COc2ccc(Cl)cc21)N1CCc2ccccc21	-3.7	-12	-16	2	99	-1	92	-31	4	-19
Clc1ccc(SCCn2ccnc2)cc1	-2.8	0	-6	4	91	-1	100	-48	2	1
Cc1c(-c2ccccc2)nc2ccccc2c1C(=O)O	-1.5	-1	23	13	94	0	92	-18	3	3
CCOC(=O)C(CC)Sc1nc2c(c(=O)[nH]c(=O)n2C)n1C/C=C(/C)Cl (centres undefined)	-2.4	-13	32	22	95	·	93	-66	4	-9
CCOC(=O)c1[nH]c(C)c(C(=O)N2CCN(c3ccccc3)CC2)c1C	0.3	-5	-6	2	92	-2	94	-17	5	-6
COC(=O)c1ccc(C(C(=O)NC2CCCCC2)N(Cc2ccccc2)C(=O)Cc2cccs2)cc1 (centres undefined)	-1.6	11	·	14	82	2	95	-23	6	-1
CCN=C1S/C(=C\c2ccc(OCC)c(OC)c2)C(=O)N1CC	0.9	1	·	3	89	-4	72	-8	3	-3
COc1cccc(/C=N/NC(=O)C(C)n2nnc3ccccc32)c1 (centres undefined)	-1.6	-14	5	16	100	-5	103	-40	1	3
CCC/S(C)=N/S(=O)(=O)c1ccc(C)cc1 (centres undefined)	-2.1	-6	-10	6	101	0	94	-18	1	-1
COc1cc(OC)c2cc[nH]c2c1	-2.9	-2	6	7	87	-1	97	-29	0	-5
